SV40 large T antigen: SV40 large T antigen inhibitors, biochemical (AID 1903); hit rate 0.39% among 310,000; SV40 large T antigen ATPase/helicase inhibition assay; higher % means a stronger effect; inhibition, % at 20 µM, or IC50 in µM where a hit was titrated; in the data active = a potency from the dose series; inconclusive = inhibition mostly from about 32% at the one dose, without a potency; inactive = the rest, 99 in 100 with inhibition below about 32%; also: strong numbers were not always called active
PhoP inhibition: inhibitors of PhoP regulon expression, primary screen, Salmonella Typhimurium, GFP reporter (AID 1863) | S. Typhimurium PhoP-regulated promoter GFP reporter, 4 h; higher % means a stronger effect | inhibition, % at 50 µM; hits with a dose series show IC50 in µM | hit rate 0.16% among 300,000;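 active = inhibition over 29.93%, a cutoff 3 SD above the screen mean, later confirmed by dose response; inconclusive = inhibition over 29.93% but no dose response follow-up; inactive = inhibition at most 29.93% or unconfirmed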;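 also: 0% = low Mg2+ inducing control and 100% = high Mg2+ repressing control; strong numbers were not always called active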
b-catenin transl: modulators of beta-catenin nuclear translocation. hit rate 0.3% among 190,000. HeLa beta-catenin nuclear translocation, immunofluorescence imaging. AID 1665. nuclear translocation activity, % at 5 µM;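 active = nuclear translocation activity above 50% at 5 µM, with a well cell count of 50 or more; inconclusive = wells under 50 cells across six images, flagged as toxic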;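 also: per-cell ratio of nuclear to cytoplasmic median beta-catenin stain intensity; plate controls were DMSO negative control for no effect and GSK-3 inhibitor IX positive control for full effect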
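Test system: human HeLa cell line; Doses: 5 µM primary, 0.02–20 µM confirmation; Incubation: 24 h compound exposure, 37°C; Detection: beta-catenin immunofluorescence imaging with DAPI; Read-out: beta-catenin nuclear/cytoplasmic ratio, % activation.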
Myeloid diff 2: myeloid differentiation induction. hit rate 1% among 360,000. ER-HoxA9 myeloid progenitors, lysozyme-GFP differentiation, flow cytometry. calls only at 10 µM;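 active = normalized GFP-positive differentiation at or above the plate's own cutoff, the solvent-only control mean plus 3 SD; inconclusive = no clear call, values can overlap the other calls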;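 also: cells exposed to compound for four days before flow analysis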
WT yeast gro inh: growth inhibition of WT yeast, mitochondrial fusion screen | mitochondrial fusion phenotypic screen, WT strain | inhibition, % at 10 µM | hit rate 2.1% among 190,000 | AID 1362; in the data active = inhibition above about 58%; tested in S. cerevisiae
West Nile virus CPE: West Nile virus antiviral activity, cell-based, CPE readout (AID 1621). West Nile virus-infected cells, CPE inhibition; higher % means a stronger effect. CPE inhibition, % at 10 µM, or IC50 in µM where a hit was titrated. hit rate 0.02% among 290,000; in the data active = a potency from the dose series; inconclusive = CPE inhibition mostly from about 3.7% at the one dose, without a potency; inactive = the rest, 99 in 100 with CPE inhibition below about 2.2%; also: strong numbers were not always called active
RSV CPE inhibition: inhibition of RSV-induced cytopathic effect – HEp-2 cells, primary 10 µM value included (AID 2391); HEp-2 cells, RSV-induced CPE inhibition; higher % means a stronger effect; hit rate 0.13% among 310,000; one-dose CPE inhibition, % at 10 µM; IC50 in µM for titrated hits; in the data active = a potency from the dose series; inconclusive = CPE inhibition mostly from about 23% at the one dose, without a potency; inactive = the rest, 99 in 100 with CPE inhibition below about 21%; also: strong numbers were not always called active
MgcRacGAP inhibition: MgcRacGAP GTPase-activating activity inhibitors, confirmation, biochemical, ADP Hunter fluorescence; MgcRacGAP-stimulated Rac1 GTP hydrolysis, ADP Hunter fluorescence; higher % means a stronger effect; GST-tagged Rac1 F28L mutant substrate; inhibition, % at 30 µM; hits with a dose series show IC50 in µM; hit rate 0.6% among 340,000; AID 624330;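 active = first-screen hits whose inhibition reached a set limit at any dose in the follow-up dose series; inconclusive = inhibition above the set first-screen limit but never retested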;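 also: fluorescence reports GDP produced by GAP-driven GTP hydrolysis; strong numbers were not always called active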
T cell modulator: T cell immune modulators affecting CD8 T cell-vesicle binding; calls only at 7 µM; 2C CD8+ T cell-vesicle binding, flow cytometry; hits give low values; hit rate 0.068% among 330,000;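 active = response, share of CD8 T cells binding vesicles, and their 90th percentile fluorescence all below set limits, cut at about 80% in these data, passing the limit was not always enough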
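Material: 2C TCR transgenic mouse naive CD8+ T cells, MACS-purified. Also added: QL9-charged Drosophila Ld/ICAM-1/B7-1 vesicles. Timing: binding 1.5 h at 37 °C. Measured by: high-throughput flow cytometry with anti-B7-1 and anti-CD8 staining. Read-out: percent CD8+ FL2 mean versus row control. Controls: Unloaded micro-vesicles (low), QL9 vesicles with 0.7% DMSO (high).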
WT yeast gro inh mutant strain: also measured in WT yeast gro inh; calls as there; inhibition, %; mitochondrial fusion phenotypic screen, mutant strain inhibition
b-catenin transl cell count 5 µM: recorded beside b-catenin transl, whose call it bears; cell count; measured here: cell count, cytotoxicity flag
T cell modulator vesicle-bound %: second read-out of T cell modulator, no call of its own (marks repeat the call); double positive events, %; measured here: CD8+ vesicle-bound cell fraction;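 binding gate set so that unloaded-vesicle control wells show 10% double positive cells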
Myeloid diff 2 GFP+ MAC1+ %: second read-out of Myeloid diff 2, no call of its own (marks repeat the call); GFP+ MAC1+ double positive, %; measured here: differentiation confirmed by MAC1 staining
Numbers without * were called inactive; i = inactive; u = inconclusive; x = not tested or not shown; & = joins results of further samples. Rows were taken by chance. About 3.6% of those tested had a hit in this group.

SMILES | SV40 large T antigen | PhoP inhibition | b-catenin transl | b-catenin transl cell count 5 µM | Myeloid diff 2 | Myeloid diff 2 GFP+ MAC1+ % | WT yeast gro inh | WT yeast gro inh mutant strain | West Nile virus CPE | RSV CPE inhibition | MgcRacGAP inhibition | T cell modulator | T cell modulator vesicle-bound %
CCOC(=O)C1=C(c2ccccc2)NC(=S)NC1c1ccc(C)c([N+](=O)[O-])c1 (centres undefined) | 8% | 9% | -2.4 | 1099 | i | 0.4 | -7 | -8 | -1.7% | 3.2% | 7% | i | 46
CC(C)CC(OC(=O)c1ccco1)C(=O)NC1CCCCC1 (centres undefined) | -8% | 5% | -2.5 | 1193 | i | 0.4 | 18 | 4 | 0.0% | 1.3% | 7% | i | 26
Cn1c(=O)[nH]c(=O)c2c1nc(N1CCc3ccccc3C1)n2CCSc1nc2ccccc2s1 | -1% | -1% | x | x | i | 2.0 | 4 | 11 | -0.5% | 3.0% | 1% | i | 8
O=S(=O)(Cc1cc(Oc2ccccc2)nc(-c2ccccc2)n1)c1ccccc1 | -9% | 4% | 1.2 | 1489 | i | 0.3 | 19 | 4 | -0.5% | u | 2% | i | 26
Cc1cc(=O)n2cc(-c3ccccc3)nc2[nH]1 | 16% | 6% | 1.2 | 1014 | i | 1.9 | 9 | 13 | -0.5% | 1.0% | 15% | i | 35
Cc1c(NC(=O)Cc2noc3ccccc23)cccc1[N+](=O)[O-] | 6% | 7% | -0.3 | 1114 | i | 0.6 | 8 | -14 | -0.1% | 0.1% | -1% | i | 55
N#Cc1c(-c2ccccc2)cc(-c2cccs2)nc1SCC(=O)O | 14% | 7% | x | x | i | 0.9 | x | x | -0.2% | 10% | x | i | 10
NS(=O)(=O)c1ccc(NC(=O)COC(=O)CN2C(=O)C3CC=CCC3C2=O)cc1 (centres undefined) | x | x | x | x | i | 0.1 | x | x | x | 2.0% | 7% | i | 31
COc1ccc(S(=O)(=O)N2CCOC2CNC(=O)C(=O)NCc2ccc3c(c2)OCO3)cc1 (centres undefined) | 18% | 1% | x | x | i | 0.3 | x | x | -1.6% | 1.4% | 1% | i | 40
O=C(NCCc1nc2ccccc2[nH]1)/C(=C/c1ccc2c(c1)OCO2)NC(=O)c1ccc(Cl)cc1Cl | 2% | 24% | -5.1 | 568 | i | 1.4 | 5 | 2 | 0.9% | 4.6% | 0% | i | 40
CCCCn1c(N)c(N(CCOC)C(=O)c2cc(-c3ccc(OC)c(OC)c3)nc3ccccc23)c(=O)[nH]c1=O | 8% | -10% | x | x | i | 1.0 | x | x | x | 0.6% | 6% | i | 54
COc1cccc(-n2c(SCc3ccccn3)nc3c(c2=O)SCC3)c1 | 28% | 4% | x | x | i | 0.5 | -7 | 6 | -0.5% | 2.9% | 5% | i | 22
Cn1c(Cl)cnc1C(O)(c1ccccc1)c1ccccc1 | 8% | -14% | 1.5 | 1322 | i | 0.4 | x | x | -0.1% | 1.7% | 2% | i | 35
CCC(=O)N1c2ccccc2C(N(C(=O)CC)c2ccccc2)CC1C (centres undefined) | 7% | -9% | 0.3 | 1328 | i | 0.7 | x | x | -0.5% | x | 0% | i | 25
Cc1ccc2nc(N/C(=N/S(=O)(=O)c3cccs3)c3ccccc3Cl)sc2c1 | 12% | 4% | -2.8 | 1060 | i | 0.1 | 1 | 16 | 0.6% | 1.6% | 5% | i | 38
CCCOc1cc(NCc2ccccc2)c2ncn(C(C)C)c2c1 | x | x | x | x | i | 2.2 | x | x | x | -1.1% | 9% | i | 55
CCN(CC)CC(=O)NC1CCCc2c1cnn2-c1cc(F)cc(F)c1 (centres undefined) | -1% | 9% | x | x | i | 0.2 | x | x | -0.6% | 0.3% | 2% | i | 52
COc1ccc(C(=O)N2CCN(S(=O)(=O)N3CCOCC3)CC2)cc1OC | 3% | -4% | -1.2 | 1061 | i | 0.7 | -7 | -1 | 0.1% | 2.0% | 0% | i | 34
CCC(C(=O)c1ccccc1)P(=O)(NN)c1ccccc1 (centres undefined) | 6% | -9% | 0.0 | 1238 | i | 0.6 | x | x | 0.1% | 2.0% | x | i | 21
N#Cc1ccccc1S(=O)(=O)N1CCN(C(=O)CN2CCCC2c2cccs2)CC1 (centres undefined) | x | x | x | x | i | 1.7 | x | x | x | -0.3% | 8% | i | 54
COc1ccc(-c2cnc3nc[nH]c(=O)c3n2)cc1 | 5% | -7% | -1.5 | 1020 | i | 0.2 | -9 | 1 | -0.1% | 2.0% | 3% | i | 4
COc1ccc(C2(O)CCN(CC(=O)Nc3nccs3)CC2)c(OC)c1 | -1% | 1% | 2.4 | 994 | i | 6.8 | -6 | 1 | -0.6% | 0.3% | -4% | i | 10
CCC1Nc2ncnc(N3CCN(c4ccccc4)CC3)c2N(Cc2ccc(Cl)cc2)C1=O (centres undefined) | 13% | -3% | x | x | i | 1.4 | x | x | x | 30% | 3% | i | 20
CCOc1ccccc1C(=O)NCC(=O)NCCc1ccc(S(N)(=O)=O)cc1 | 2% | -1% | x | x | i | 2.0 | x | x | 0.3% | -0.3% | -2% | i | 17
CCN(CC)c1ccc(/C=N/Nc2ccccc2)c(O)c1 | 27% | 7% | -1.9 | 954 | i | 1.4 | -6 | -8 | -0.3% | -0.7% | 6% | i | 44
C/C(=N\NC(=O)c1ccccc1)c1ccc(-n2ccnc2)cc1 | 20% | 0% | -2.4 | 1052 | i | 0.4 | -10 | -13 | 0.0% | 3.6% | 14% | i | 52
Cc1ccc(-n2c(=O)c3sccc3n(CC(=O)NC3CCCCC3)c2=O)cc1 | 10% | 2% | x | x | i | 1.3 | -6 | 9 | -0.4% | 1.0% | 8% | i | 48
CCN(CC)C(=O)c1[nH]cnc1C(=O)NC1CCN(C(=O)OC(C)(C)C)CC1 | x | x | x | x | i | 2.8 | x | x | x | 0.3% | 5% | i | 15
O=C(Nc1ccc(N2CCOCC2)cc1)c1cc(F)c(F)cc1Cl | 7% | -2% | -0.8 | 987 | i | 0.9 | -1 | -13 | -0.3% | 3.1% | 5% | i | 45
CCOC(=O)CN1CC23C=CC(O2)C(C(=O)NCc2ccccc2OC)C3C1=O (centres undefined) | 8% | -1% | -2.4 | 1119 | i | 3.3 | 4 | -5 | -0.2% | 0.8% | 5% | i | 27
CCCCN(C(=O)CCC(=O)Nc1cc(C)on1)C(C(=O)NC(C)(C)CC)c1cccc(OC)c1OC (centres undefined) | 10% | -2% | -0.7 | 1301 | i | 0.9 | x | x | -0.6% | -0.5% | 9% | i | 34
CCOc1ccccc1N1CCN(C(=O)c2c(-c3ccccc3Cl)noc2C)CC1 | -1% | -12% | x | x | i | 0.5 | -31 | 13 | 0.0% | 1.1% | 6% | i | 30
CCN1CCN(Cc2ccc(NC(=O)c3ccc(C)c(NC(=O)C(=O)c4c[nH]c5ccccc45)c3)cc2C(F)(F)F)CC1 | 11%&24% | -8% | 19 | 1141 | u | x | x | x | -1.9%&-0.7% | -4.1%&-3.1% | 23%&0%&-4% | i | 23&22
Cc1cc(C(=O)OCC(=O)Nc2nnc(C(C)C)s2)c2ccccc2n1 | 5% | 6% | -1.5 | 1125 | i | 0.4 | 0 | 7 | 0.2% | 1.2% | -2% | i | 69
O=C(NCc1cccnc1)c1ccc2c(c1)OCO2 | 2% | -9% | -3.0 | 962 | i | 1.1 | -6 | 15 | -0.4% | -0.4% | 1% | i | 38
COc1ccc(C(=O)Cc2ccc(OC)c(OC)c2)cc1 | 7% | -6% | x | x | i | 7.3 | 6 | 6 | -0.7% | 13% | 2% | i | 21
COC(=O)[C@H]1C[C@H]1[C@@H](NC(=O)c1ccc[nH]1)c1ccccc1 | 6% | -6% | x | x | i | 2.2 | x | x | -0.2% | -0.2% | -1% | i | 24
O=C(Cn1ncc2c(=O)oc3ccccc3c21)NCc1cccnc1 | 3% | 4% | 1.1 | 1139 | i | 0.0 | -7 | -5 | 0.6% | 0.3% | 2% | i | 62
COC(=O)c1cc(NC(=O)Cc2cccs2)cc(C(=O)OC)c1 | 11% | -3% | x | x | i | 0.3 | x | x | -0.5% | 0.8% | 16% | i | 54
Cc1cc(NC(=O)CSc2nnc(-c3ccncc3)n2-c2ccccc2)no1 | 3% | -10% | -0.7 | 1072 | i | 0.5 | x | x | -0.3% | -1.4% | 5% | i | 49
